A549 viability: kills or reduces viability of A549 cells in Nrf2 counter-screen; Potency, µM (series often up to 46 µM), without a hit: at the top dose activity change, negative = cytotoxicity, hits mostly inhibitors; A549 ARE-Fluc cells, CellTiter-Fluor viability, 18-24 h; 390,000 compounds, 0.16% hits; AID 504648; note: potency is the fitted concentration of half-maximal effect; % is set by controls: 0 for no effect and ±100 for the full control effect
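Cytotoxicity counterscreen: CellTiter-Fluor fluorescence was measured in A549 ARE_Fluc cells after 18-24 h of compound exposure in a concentration series. The subsequent BugLite luminescent read reports ARE-luciferase activity.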
CCT modulator: changes cytosolic chaperonin activity; purified chaperonin ATPase assay, HTRF ADP detection, 30 min; activity change, % (concentration not given with the values), hits read low; 360,000 compounds, 0.3% hits; AID 651819; in the data active = activity change below about -30%; note: % is set by controls: 0 for no effect and ±100 for the full control effect
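TRiC at 40 or 20 nM final (batch-dependent) in 30 mM Tris pH 7.4, 100 mM KCl, 5 mM MgCl2, 1 mM DTT, with compound at single 76 uM and 10 uM ATP, 30 min at 37 deg C. ADP detected by HTRF Transcreener, 665/615 ratio.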
Nrf2 ARE act: Nrf2 pathway activation; AREc32 ARE-luciferase reporter (MCF7-derived line), luminescence, 24 h; Potency, µM (series often up to 46.1 µM), inactives show at the top dose activation, hits mostly activators; 410,000 compounds, 0.31% hits; note: potency is the fitted concentration of half-maximal effect; % of control where 0% means no effect; nearly all actives have a fitted effect of over 65% in size
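ARE activation measured as luciferase luminescence (Steady-Glo, 30 min RT) in AREc32_Fluc cells after 24 hr compound exposure at 37 deg C, 5% CO2; cells seeded overnight at 1000/well in OPTI-MEM, 5% FBS.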
TGFb SMAD3 inh: blocks TGF-b signaling. HepG2 CAGA-GFP TGF-b/SMAD3 reporter, GFP fluorescence, 18 h; TGF-beta stimulated, 500 pg/mL final. Potency, µM (titrated, usually from 46.1 µM), for the others: top-dose activity, negative = inhibition, most hits filed as inhibitors. 410,000 compounds, 1.2% hits. AID 588855; note: potency is the fitted concentration of half-maximal effect; % is set by controls: 0 for no effect and ±100 for the full control effect; nearly all actives have a fitted effect of over 65% in size
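HEPG2 CAGA-GFP, 1000 cells/well; 2 h settle, 37 C; cpd via pin tool; TGF-b 500 pg/mL final; 18 h, 37 C; GFP imaging ex488/em500-530; %Activity normalised to -TGF-b and +DMSO controls; CRC fit, curve class.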
pAkt inh: inhibitors of Akt phosphorylation | activity change, % for hits at 50 µM | 360,000 compounds, 0.32% hits | Neuro2A IGF-stimulated pAkt S473 HTRF, 20 min; stronger effect = lower value; in the data active = activity change below about -80%; inconclusive = mostly about -51% to -80%; note: % is set by controls: 0 for no effect and ±100 for the full control effect
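Neuro2A cells in DMEM with 0.5% FBS, overnight at 37 deg C, given compound at single 50 µM final, then IGF (6 nM final) for 20 min at 37 deg C. Lysed; phospho-Akt Ser473 by HTRF after 24 h, 665/615 ratio.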
Nrf2 inh: inhibitors of Nrf2 signaling | 360,000 compounds, 2.1% hits | AID 504444 | A549 ARE-Fluc reporter, luciferase luminescence, 18-24 h | Potency, µM (series often up to 46 µM), for the others: at the top dose activity change, negative = inhibition, most hits filed as inhibitors; note: potency is the fitted concentration of half-maximal effect; % is set by controls: 0 for no effect and ±100 for the full control effect; nearly all actives have a fitted effect of over 60% in size
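Nrf2 activity is the BugLite luminescence, read 15 min after reagent at room temperature, following CellTiter-Fluor cytotoxicity readout (30 min, 37C). Compound titrations were applied for 18-24 h to 5000 A549 ARE_Fluc cells/well in 5% FBS OPTI-MEM.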
S2 tox: reduces viability in counter-screen for ATXN expression inhibitors; S2 cells (HEK-293 line with an ATXN2-luciferase reporter) viability, CellTiter-Fluor protease fluorescence, 24 h; Potency, µM (doses to about 56.7 µM), actives largely listed as cytotoxic; 400,000 compounds, 0.49% hits; note: potency is the fitted concentration of half-maximal effect; nearly all actives have a fitted effect of over 40% in size
MmCpn inh: M. maripaludis TRiC chaperonin inhibition; AID 504842; 330,000 compounds, 0.031% hits; purified Mm-Cpn ATPase, ADP Transcreener TR-FRET; Potency, µM (titrated, usually from 76.9 µM), for inactives: top-dose activity, negative = inhibition, most hits filed as inhibitors; note: potency is the fitted concentration of half-maximal effect; % is set by controls: 0 for no effect and ±100 for the full control effect; nearly all actives have a fitted effect of over 80% in size
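Quantitative HTS used 25 nM Mm-CPN and 10 uM ATP in magnesium/KCl Tris buffer, pH 7.4, with 1 mM DTT. Hydrolysis ran 30 min at 37°C; ADP was read by HTRF.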
HepG2 viability: counter-screen for TGF-b inhibitors: cytotoxicity in HepG2 cells | AID 588856 | Potency, µM (series often up to 46.1 µM), without a hit: at the top dose activity change, negative = cytotoxicity, actives largely listed as cytotoxic | 410,000 compounds, 0.76% hits | HepG2 CAGA-GFP viability, ATP luminescence, 18 h; note: potency is the fitted concentration of half-maximal effect; some results filed as inactive show a strong effect at the top dose
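CellTiter-Glo luminescence gave cytotoxicity after 18 hours at 37 degrees C. The cells were HepG2 CAGA-GFP in 1% FBS DMEM, stimulated with 500 pg/mL TGF-beta after compound addition. %Activity was normalised to no-cell wells (complete cell-killing) and DMSO (no toxicity), and curves were fitted and classified.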
Numbers without * were called inactive; i = inactive; ? = inconclusive; nt = not tested or not shown. Unless noted, calls come from the whole dose curve; as a rule, active = well fitted curve in the direction sought with a large enough effect; inconclusive = small, poorly fitted or top-dose-only effect, or another doubt; inactive = no such curve, though single readings can be large; an effect the other way counts as inactive or inconclusive.

SMILES | A549 viability | CCT modulator | Nrf2 ARE act | TGFb SMAD3 inh | pAkt inh | Nrf2 inh | S2 tox | MmCpn inh | HepG2 viability
CCOC(=O)N1CCC(NC(=O)C2CCCN(S(=O)(=O)c3cccnc3)C2)CC1 (stereo not drawn) | 11% | -2.2 | 2.1% | 0% | i | 0% | i | 4% | 0%
O=C(CN1C(=O)COCC1=O)N1CCOCC1 | 0% | -0.5 | -0.1% | 10% | i | 6% | i | -2% | -8%
COCCNC(=O)CN(C)S(=O)(=O)c1ccc(Br)cc1 | -6% | -0.4 | -0.2% | 4% | i | 1% | i | -6% | -5%
COc1cc(C)c2sc3ccccc3c(=O)c2c1NCCN(C)C | nt | -0.2 | -4.8% | ? | i | nt | nt | nt | -125%
CCn1cc(C(=O)NC(=S)Nc2sc3c(c2C(=O)OC)CCCCCC3)cn1 | -5% | 1.5 | 2.7% | 6% | i | 15% | i | 1% | 3%
O=C(NCc1ccncc1)C(=O)Nc1nc(C23CC4CC(CC(C4)C2)C3)cs1 | 1% | 0.3 | 0.6% | ? | i | ? | i | 3% | -11%
CCc1nc2ccc(C(=O)NCCOc3ccc(OC)cc3)cn2c1N(C)Cc1cccs1 | nt | -0.3 | -0.3% | ? | i | nt | ? | nt | 0%
CCOC(=O)CCc1c(C)c2ccc3c(c2oc1=O)CN(CCCO)CO3 | 26% | -1.3 | 2.7% | 4% | i | -9% | nt | -15% | -10%
Cc1c(NC(=O)CSc2ncn[nH]2)c(=O)n(-c2ccccc2)n1C | -3% | -2.5 | -1.1% | ? | i | 1% | i | 1% | 1%
Cc1ccccc1NC(=O)c1sc(Cl)nc1C | 3% | 0.6 | 9.0% | 10% | i | 2% | i | 0% | 2%
COCC1=C(C(=O)OC)C(c2ccco2)n2ncnc2N1 (stereo not drawn) | -1% | -2.8 | -0.7% | 0% | i | 3% | i | 0% | 5%
CC(OC(=O)c1cccs1)C(=O)NCCc1ccccc1 (stereo not drawn) | -3% | -14 | 2.4% | -5% | i | 1% | i | 1% | 7%
O=C(NC1CCCCC1)C1c2ccccc2OCC(=O)N1CCc1c[nH]c2ccccc12 (stereo not drawn) | nt | 2.6 | -0.2% | nt | i | nt | ? | nt | nt
CC1CCN(C(=O)CCc2nc3cc(S(=O)(=O)N(C)C)ccc3n2C)CC1 | ? | -1.6 | 0.0% | -4% | i | ? | i | 1% | -12%
O=C1NC[C@H](CCCCN2CCN(CC3CCCCC3)C(=O)C2=O)N(Cc2ccccc2)C1=O | nt | -0.8 | -0.5% | nt | i | nt | i | nt | nt
CC(C)NC(=O)C1(C)CCN1Cc1cccc(Cl)c1 (stereo not drawn) | nt | -1.0 | -0.7% | -7% | i | nt | i | nt | -6%
CCc1ccccc1NC(=O)CCCN1C(=O)c2cccnc2C1=O | -1% | 0.5 | -0.1% | -4% | i | 10% | i | 0% | -21%
CCCCn1c(N)c(N(CCOC)C(=O)c2cccc(S(=O)(=O)N(C)c3ccccc3)c2)c(=O)[nH]c1=O | 0% | -13 | -0.9% | -5% | i | -4% | i | 1% | 6%
CCOc1ccc2c(c1)nc(C)n2C | 7% | -1.1 | -0.3% | 11% | i | 4% | i | 2% | 0%
OC1(c2cccc(C(F)(F)F)c2)CCN(Cc2nnnn2Cc2ccccc2)CC1 | 3% | -1.3 | 2.5% | ? | i | ? | i | 1% | -27%

Continued; the last 2 above are carried over.
SMILES | A549 viability | CCT modulator | Nrf2 ARE act | TGFb SMAD3 inh | pAkt inh | Nrf2 inh | S2 tox | MmCpn inh | HepG2 viability
CCOc1ccc2c(c1)nc(C)n2C | 7% | -1.1 | -0.3% | 11% | i | 4% | i | 2% | 0%
OC1(c2cccc(C(F)(F)F)c2)CCN(Cc2nnnn2Cc2ccccc2)CC1 | 3% | -1.3 | 2.5% | ? | i | ? | i | 1% | -27%
COc1cc(C(=O)OCCN2CCOCC2)ccc1O | -2% | 1.1 | 0.0% | 2% | i | -11% | i | -3% | -16%
O=C(CCNC(=O)c1ccc(Br)cc1)NNC(=O)c1ccccc1O | 0% | -0.5 | 0.1% | ? | i | -5% | i | -2% | -35%
O=C(NN1CCOCC1)c1cc(-c2ccc(Br)cc2)nc2ccccc12 | -2% | -9.0 | 2.6% | 17% | i | 17% | ? | 2% | -23%
COCC1CCN(Cc2cn[nH]c2-c2ccc(OC)c(F)c2)C1 (stereo not drawn) | -2% | -0.5 | 1.6% | 11% | i | 7% | i | -1% | -11%
CN(C)CCCNc1nc2cc(-c3ccsc3)sc2c(=O)n1C | nt | 0.5 | 15% | -20% | i | nt | i | nt | 1%
CCC(=O)Nc1ccc(Br)cn1 | 1% | 0.3 | -0.9% | -5% | i | 2% | i | 1% | -14%
CCN(CC)S(=O)(=O)c1ccc2nc(NC(=O)c3cccnc3)sc2c1 | 0% | nt | 1.0% | -26% | nt | nt | i | nt | -11%
Cc1ccccc1OCCCC(=O)Nc1ccccc1C(F)(F)F | -1% | -0.4 | -0.5% | 10% | i | -10% | i | 1% | 3%
Cc1cc(C)cc(NC(=O)C2C3C=CC4(O3)C2C(=O)N(CCCN(C)C)C4C(=O)NC2CCCC(C)C2C)c1 (stereo not drawn) | -17% | -20 | -0.6% | -17% | i | 15% | i | 4% | -8%
O=C(CN(Cc1ccc(Br)cc1)S(=O)(=O)c1ccccc1)NCc1cccnc1 | 12% | -4.7 | 0.1% | -1% | i | -12% | i | 4% | -7%
NC(=O)c1ccc(NC(=O)CCCN2C(=O)NC3(CCCC3)C2=O)cc1 | 13% | -1.5 | -0.1% | 1% | i | 12% | ? | 2% | 6%
CCC(CO)Oc1cc(NCc2ccc(C(=O)O)cc2)c2ncn(C(C)C)c2c1 (stereo not drawn) | -1% | -4.5 | 0.1% | -10% | i | 5% | i | -2% | -1%
CCOC(=O)c1c(S(=O)(=O)Nc2ccccn2)c(C)n(C)c1C | 1% | -15 | -0.6% | 6% | i | -11% | i | -1% | 7%
COc1ccc(-c2noc(CN(C(=O)c3c(-c4ccccc4Cl)noc3C)C(C)C)n2)cc1 | -9% | -2.5 | 0.1% | ? | i | nt | i | -6% | 9%
Nc1nnn(CC(=O)N/N=C/C=C/c2ccccc2)n1 | 1% | -1.4 | 3.6% | 11% | i | 21% | i | 2% | 16%
N#Cc1ccc(S(=O)(=O)N2CCN(C(=O)C3CC(=O)N(c4ccc5c(c4)OCCO5)C3)CC2)cc1 (stereo not drawn) | -2% | -4.4 | 0.3% | -32% | i | 0% | i | -1% | 11%
COc1cccc2sc(N(Cc3cccnc3)C(=O)c3ccco3)nc12 | 4% | nt | 7.9% | ? | nt | nt | nt | nt | -33%
CC1=C(c2ccc(Cl)cc2)S(=O)(=O)NC1=NCCCN1CCN(c2cc(C)ccc2C)CC1 | -3% | nt | 6.1% | -28% | nt | ? | nt | nt | -38%
CC(C)(O)C#Cc1ccc(CNC[C@H]2O[C@@H](n3cnc4c(N)ncnc43)[C@H](O)[C@@H]2O)s1 | 0% | -0.7 | -0.2% | -4% | i | -5% | i | 0% | 5%
O=C(c1cc(=O)[nH]c2ccccc12)N1CCN(c2cccc(C(F)(F)F)c2)CC1 | -9% | -1.2 | -0.6% | -27% | i | -18% | ? | -2% | -21%
COc1ccc(C2CC(=O)c3cnc(NC(=O)c4cc(OC)cc(OC)c4)nc3C2)cc1 (stereo not drawn) | 0% | -3.3 | 0.1% | -8% | i | -5% | ? | -3% | -7%
Cc1cnc(C(=O)OCC(=O)Nc2cccc(C)c2C)cn1 | -4% | 2.4 | -0.3% | 9% | i | -2% | i | -4% | -6%
O=C(COc1ccccc1)NCc1ccco1 | 10% | -2.3 | 7.2% | 10% | i | -3% | i | nt | -4%
O=C(CCC1COc2ccccc2O1)NC1CCCCC1 (stereo not drawn) | 10% | 1.1 | 0.1% | 5% | i | 21% | i | 1% | -4%
COc1cc(OC)c(C(=S)N2CCCC2)cc1OC | -4% | -0.4 | -0.2% | 15% | i | 14% | i | 0% | -1%
Cc1nc(S(=O)(=O)c2cccc(Cl)c2)nc2c1CCC2 | -15% | -1.7 | 0.3% | -4% | i | -19% | ? | 0% | 1%
CC1CN(C(=O)CCC(=O)NCCCc2ccccc2)c2ccccc2O1 (stereo not drawn) | 3% | -0.1 | -0.3% | -14% | i | 12% | i | -1% | -16%
Cc1ccccc1C(=O)N(Cc1ccc(N(C)C)cc1)Cc1ccco1 | 10% | nt | 9.4% | nt | nt | -13% | nt | nt | -22%
Cc1cc(C)c2nc(-c3ccncc3)cc(C(=O)N3CCN(Cc4ccccc4Cl)CC3)c2c1 | -18% | -0.8 | -1.3% | ? | i | ? | i | 1% | -74%
O=C(OCC(=O)N1CCCC1)c1cc(Cl)ccc1Cl | 12% | -2.2 | ? | ? | i | 11% | i | 3% | -24%
CCC(C)(C)NC(=O)C(c1ccc(OC)cc1)N(Cc1ccc(OC)cc1)C(=O)CCC(=O)Nc1cc(C)on1 (stereo not drawn) | -1% | -3.0 | -0.3% | -5% | i | 0% | i | 0% | -3%
Cc1ccc(C(=O)NCCCNc2ccccc2[N+](=O)[O-])cc1 | -16% | -0.7 | 0.2% | 23% | i | -18% | ? | 2% | 2%
O=[N+]([O-])c1cc(-c2cnc3ccccc3n2)ccc1Oc1ccc(F)cc1 | 0% | 0.4 | 13% | -3% | i | nt | i | -6% | -28%
O=C(CSc1cn(CCNC(=O)c2cccs2)c2ccccc12)NCC1CCCO1 (stereo not drawn) | 21% | -1.3 | 5.1% | -4% | i | -7% | i | -12% | 3%
Cc1ccc(C)c(NC(=O)c2cnc3sc(N4CCOCC4)nn3c2=O)c1 | 7% | nt | 0.4% | 2% | nt | -3% | nt | nt | 2%
